Assay outcomes from PubChem BioAssay.
NTMT1 inh – Primary qHTS for Inhibitors of N-terminal methyltransferase 1 (NTMT1): MTaseGlo Assay; NTMT1 MTase-Glo SAH luminescence, purified enzyme; hit rate 2.5% among 59,000; N-terminal Xaa-Pro-Lys N-methyltransferase 1 (Homo sapiens), Q9BV86; Potency, µM (highest dose often 114 µM), for the others: at the top dose activity change, negative = inhibition, actives largely listed as inhibitors; AID 1645870, 2021; active = well fitted inhibition curve with a large enough effect; inconclusive = small, poorly fitted or top-dose-only effect;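 note: plate controls were DMSO vehicle for no effect and no enzyme for full effect; nearly all actives have a fitted effect of over 65% in size; many of its hits are not listed in these tables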
Target sequence (Q9BV86 whole entry, looked up): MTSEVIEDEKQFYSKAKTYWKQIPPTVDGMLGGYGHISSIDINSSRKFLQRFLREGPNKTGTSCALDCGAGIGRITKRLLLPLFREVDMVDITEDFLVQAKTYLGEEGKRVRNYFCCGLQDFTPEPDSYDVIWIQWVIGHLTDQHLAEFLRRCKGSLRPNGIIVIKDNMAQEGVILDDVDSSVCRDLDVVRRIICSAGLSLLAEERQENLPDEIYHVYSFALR
* hit, by the source's call; ? = inconclusive; & = joins results of further samples; ! = not active in a repeat; [ ] = remark or other dose. Potency is the fitted concentration of half-maximal effect.

| mol | NTMT1 inh |
| --- | --- |
| CC#CC(=O)N1CC[C@@H](n2c(=O)n(-c3ccc(Oc4ccccc4)cc3)c3c(N)ncnc32)C1 | 70.8µM* |
| COc1ccccc1C(=O)OCC#CCSc1nnc(-c2cccc3ccccc23)o1 | 1.5% |
| O=C(Nc1ccc(OC(F)(F)Cl)cc1)c1cnc(N2CC[C@@H](O)C2)c(-c2ccn[nH]2)c1 | -5.2% |
| COc1ccc(C2=Nn3c(nnc3-c3ccccc3F)SC2)cc1OC1CCOC1 (stereo unspecified) | -3.1% |
| CCCn1c(C)nc2c(NC3CCCCC3)nc(C)nc21 | -14.4% |
| COc1cc(O)c(C(CC(=O)N2CCCC2)c2ccc3c(c2)OCO3)c(OC)c1 (stereo unspecified) | 15.4%[228 µM] |
| COc1ccc(S(=O)(=O)NC2CCN(C#N)CC2)cc1 | 6.5% |
| Cc1ccc(OCCn2c(CCNC(=O)c3cc(N)ccc3N)nc3ccccc32)cc1 | 17.6% |
| COc1ccccc1NC(=O)C(OC(=O)CNC(=O)c1ccccc1)c1ccccc1 (stereo unspecified) | 6.9% |
| O=C(Cc1ccccc1)Nc1nnc(CCSCCc2nnc(NC(=O)Cc3ccccc3)s2)s1 | 13.6% |
| C=Cc1cc(F)c(S(=O)(=O)N2CCN(S(=O)(=O)c3ccc4c(c3)OCCO4)CC2)cc1F | 5.7%[57.5 µM] |
| Cc1ccc(NC(=O)c2ccc(-c3nc4ccccc4[nH]3)cc2)cc1Br | -3.8% |
| N#Cc1ccccc1-c1csc(N2CCC(C(N)=O)CC2)n1 | -0.8%[57.5 µM] |
| Cc1cc(NS(=O)(=O)Cc2ccc(NC(=O)Cc3ccc(Cl)c(Cl)c3)cc2)no1 | -1.4% |
| O=C(CSc1nnc(-c2cccc(S(=O)(=O)N3CCCC3)c2)n1-c1ccccc1)Nc1ccc(C(=O)O)cc1 | ? |
| O=C(O)c1ccc(-c2ccc3ncnc(N4CCOCC4)c3c2)o1 | -0.5% |
| O=S(=O)(Nc1cnc2ccccc2c1)c1ccc(NCc2cccc(Cl)c2O)cc1 | 27.8% |
| Cc1ccnc(NC(=S)N2CCNCC2)c1 | ? |
| O=C(O)c1ccc(CSc2nnc(-c3cccc([S+](=O)([O-])NC4CCCC4)c3)n2-c2ccccc2)cc1 | 7.8% |
| N#Cc1ccc(NC(=O)Nc2nnc(-c3ccncc3)s2)c(Cl)c1 | 1.5% |
| Cc1cc2c(s1)c1cnn(Cc3ccc(F)c(F)c3)c(=O)c1n2C | -10.6% |
| NC(=O)C1CCN(c2nc(-c3cccnc3)cs2)CC1 | 1.4% |
| Cc1occc1-c1ccc2ncnc(NCc3ncc[nH]3)c2c1 | -11.8% |
| O=C(c1ccco1)N1CCN(c2nc(-c3ccc(Br)cc3)cs2)CC1 | -9.2%[57.5 µM] |
| Cc1ccc(S(=O)(=O)Nc2ccccc2C(=O)Nc2nc(-c3ccccc3)c(Br)s2)cc1 | ? |
| O=C(OCC#CCSc1nnc(-c2cccc3ccccc23)o1)c1csc2ccccc12 | 4.7%[57.5 µM] |
| COc1cccc(CNc2ccc(S(=O)(=O)Nc3nccs3)cc2)c1OC | -1.7% |
| O=S(=O)(Nc1nc(CN2CCOCC2)nc2sc3c(c12)CCC3)c1ccc2c(c1)OCCO2 | -2.9% |
| Clc1cccc(CSc2nc3ncc(Br)cc3[nH]2)c1 | -0.2%[57.5 µM] |
| Cc1sc(NC(=O)Cc2ccc3c(c2)OCO3)nc1-c1ccc2c(c1)CCN2C(=O)c1ccccc1F | 6.5%[57.5 µM] |
| COc1cccc(CNc2ccc(S(=O)(=O)Nc3nc(C)cs3)cc2)c1O | 19.2%[57.5 µM] |
| [2H]c1nc(C)nc([2H])c1-c1cc(NC[C@@H](C)c2cccc3c(C(=O)NC)ccnc23)ncn1 | 1.1% |
| CN(C)C(=O)C1CCN(c2nc(-c3ccc(Br)cc3)cs2)CC1 | -5.2%[57.5 µM] |
| Cc1cc2c(s1)c1cnn(Cc3c(C)cc(F)cc3C)c(=O)c1n2C | 14.3% |
| C=CCN(/C=C1\C(=O)O[C@@H](COC)[C@]2(C)C1=C(O)C(=O)C1=C2[C@@H](OC(C)=O)C[C@]2(C)C(=O)CC[C@H]12)CC=C | -22.9% |
| O=C(Cc1ccc2ccccc2c1)Nc1nnc(-c2ccncc2)s1 | 9.5% |
| COC(=O)c1ccc(NC(=O)c2cc(-c3ccc(C)c(C)c3)nc3ccccc23)cc1 | 4.3% |
| O=C(/C=C/c1ccc2ccc(C(F)(F)F)cc2n1)c1ccncc1 | -14.0% |
| CS(=O)(=O)c1ccc(C(=O)OCC(=O)N2CCN(Cc3ccccc3)CC2)cc1[N+](=O)[O-] | -12.8%[57.5 µM] |
| CC(C)n1c(=O)cc(N[C@@H](C)c2ccccc2)[nH]c1=O | -16.9% |
| CN1C(=O)NC(c2ccccc2Cl)C2=C1CCCC2=O (stereo unspecified) | 5.4% |
| Cc1cc2c(s1)c1cnn(Cc3ccc(Cl)c(Cl)c3)c(=O)c1n2C | -16.0% |
| COc1ccc(C2Nc3ccccc3C(=O)N2Cc2ccc(C)o2)cc1COc1c(C)cccc1C (stereo unspecified) | -2.3% |
| CCCn1c(-c2ccc(F)cc2)nc2c(N3CCN(C)CC3)nc(C)nc21 | -0.7% |
| CC(=O)NC(c1ccco1)c1cc(F)c2cccnc2c1O (stereo unspecified) | 16.0% |
| CCN(CC)CCCCn1c(-c2ccccc2)nc2c(NCc3ccccc3)nc(C)nc21 | 89.1µM* |
| O=C(c1c(F)cccc1F)N1CCN(S(=O)(=O)c2ccc3c(c2)OCCO3)CC1 | 17.8%[57.5 µM] |
| N#Cc1nc(Nc2cccc(F)c2)nc(NC2CCCC2)n1 | -10.7%[57.5 µM] |
| N#Cc1nc(Nc2ccc3ccccc3c2)nc(NC2CCCC2)n1 | 5.4% |
| Cc1ccc2nc3sc(C(=O)N4CCC(C(N)=O)CC4)cc3cc2c1 | 1.7%[57.5 µM] |
| Cc1nc(CNc2ncnc3ccc(-c4ccoc4C)cc23)cs1 | -2.7% |
| O=C(O)c1ccc(O)c2ncccc12 | 12.5%&18.0% |
| CC(=O)N1CCN(c2ccc(N)cc2)CC1 | -25.3% |
| O=C(/C=C/c1ccc(Cl)cc1)Nc1cccc([S+](=O)([O-])Nc2ccccc2F)c1 | 0.7%&4.8%[57.5 µM] |
| c1ccc(C2Nc3cccc4cccc(c34)N2)cc1 | -13.4% |
| COc1ccc(CN2C(=O)c3ccccc3NC2c2ccc(OC)c(COc3c(C)cc(NC(C)=O)cc3C)c2)cc1 (stereo unspecified) | 0.0% |
| CC(=O)c1cc2c(o1)C(=O)c1ccccc1C2=O | 31.4%[activator] |
| O=c1c2ccccc2nc2sc(Nc3cccc(N4CCNCC4)c3)nn12 | 50.1µM*! |
| Nc1cc(-c2nc(Nc3ccc(F)c(F)c3)c3ccccc3n2)ccn1 | ? |
| Cc1cc(N[S+](=O)([O-])c2ccc(NC(=O)Cc3ccc4c(c3)CCO4)cc2)no1 | 11.2% |

Remaining list, next part
| mol | NTMT1 inh |
| --- | --- |
| O=C(CNC(=O)c1cccc(Cl)c1)OC(C(=O)Nc1cc(C(F)(F)F)ccc1Cl)c1ccccc1 (stereo unspecified) | 12.7% |
| N#Cc1nonc1-c1ccccc1 | -13.7%[57.5 µM] |
| CC(C)(C)OC(=O)NCC(=O)NNC(=O)c1cc2ccccc2[nH]1 | 19.7% |
| O=C(O)c1ccc2c(c1)C(=O)N([C@H](Cc1ccc(O)c(O)c1)C(=O)O)C2=O | 4.3%[57.5 µM] |
| NC(=O)C1CCN(c2nc(-c3ccc4c(c3)OCCO4)cs2)CC1 | -9.2% |
| CC(C)(C)c1ccc(-c2nnc(NC(=O)Nc3ccc4ccccc4c3)s2)cc1 | 11.4% |
| Cc1cccc(-c2csc(N3CCC(C(N)=O)CC3)n2)c1 | -11.5% |
| COc1ccc(C(CC(=O)N2CC(C)CC(C)C2)c2c(O)cc(OC)cc2OC)cc1 (stereo unspecified) | -7.8%[228 µM] |
| Fc1cnc(-c2ccccc2C(F)F)nc1NCc1ccc(-c2ccn[nH]2)cc1 | -2.6% |
| O=C1c2ccccc2C(=O)N1c1cncc2ccccc12 | 0.8% |
| COc1cccc(S(=O)(=O)N2CCN(S(=O)(=O)c3ccc4c(c3)OCCO4)CC2)c1 | 13.7% |
| Cc1cn([C@H]2C[C@H](N[S+](=O)([O-])Cc3ccc([N+](=O)[O-])cc3)[C@@H](CO)O2)c(=O)[nH]c1=O | 7.3% |
| CCC1CCCCN1C(=O)n1ncc(C(O)(c2ccccc2)c2ccccc2)n1 (stereo unspecified) | 4.9% |
| COc1ccc(C(=O)Nc2ccc(-c3nc4ccccc4[nH]3)cc2)cc1C(F)(F)F | 1.5% |
| CSc1ccc(-c2cnc(N3CCC(C(N)=O)CC3)s2)cc1 | 0.3% |
| O=C(CSc1nnc(-c2cccc([S+](=O)([O-])N3CCCC3)c2)n1-c1ccccc1)Nc1cccc(C(F)(F)F)c1 | 2.0% |
| CCOC(=O)c1ccc(-c2ccc3ncnc(NCc4ncc[nH]4)c3c2)o1 | -1.0% |
| COc1cccc(C2=Nn3c(nnc3-c3cc(OC)cc(OC)c3)SC2)c1 | ? |
| Nc1nc(OC(c2ccc(-c3cccc(F)c3)cc2)C(F)(F)F)cc(-c2ccc(C[C@@H](N)C(=O)O)cc2)n1 (stereo partly specified) | 5.3% |
| O=C(Nc1ccc([S+](=O)([O-])Nc2nccs2)cc1)c1ccn[nH]1 | 0.2%[57.5 µM] |
| CCOC(=O)c1nn(-c2ccccc2)c(=O)c2c(N)sc(C)c12 | -4.2% |
| Cc1cc(N[S+](=O)([O-])c2cc3c(cc2Cl)NC(=O)CO3)ccc1Br | ? |
| CN1CCN(c2ccc(-c3cc(O)c4ncccc4c3)cc2)CC1 | 3.9%[57.5 µM] |
| O=[S+]([O-])(c1ccc2c(c1)OCCO2)N1CCN([S+](=O)([O-])c2c(F)cc(Br)cc2F)CC1 | 6.2%[57.5 µM] |
| Nc1ccc(NC(=O)Nc2nnc(-c3ccncc3)s2)cc1C(F)(F)F | -6.8%[57.5 µM] |
| CN(C)c1cccc(-c2cnc(N3CCC(C(N)=O)CC3)s2)c1 | 10.2% |
| COc1cc(OC)cc(-c2csc(N3CCC(C(N)=O)CC3)n2)c1 | -14.1% |
| N=c1c2c(ccn1-c1ccccc1)Oc1ccc3ccccc3c1C2c1ccccc1 (stereo unspecified) | -8.3% |
| CNc1oc(-c2ccc3c(c2)OCCO3)nc1C#N | -10.1%[57.5 µM] |
| CN(C)c1cnc2c(O)ccc(C(=O)O)c2c1 | 12.7% |
| Cc1ccc(NS(=O)(=O)c2cc3c(cc2N(C)C)NC(=O)CC3)cc1C | 6.8% |
| Clc1ccc(CSc2nc3ncc(Br)cc3[nH]2)cc1Cl | 7.9% |
| CC(=O)Nc1ccc(S(=O)(=O)Nc2ccc(C)c(C)c2)cc1 | -3.9% |
| COc1cc2c(cc1O)CCN[C@]21CS[C@@H]2c3c(OC(C)=O)c(C)c4c(c3[C@H](COC1=O)N1[C@@H]2[C@H]2c3c(cc(C)c(OC)c3O)C[C@@H]([C@@H]1O)N2C)OCO4 | ? |
| O=C(O)c1ccc(-c2cccc(-c3nn4c(=O)cc(N5CCNCC5)nc4s3)c2)cc1 | -0.3% |
| Cc1nc(C2=NC(c3ccccc3Cl)C3=C(CCCC3=O)N2)cs1 (stereo unspecified) | 13.0% |
| O=C1CCCC2=C1C(c1[nH]ncc1Cl)NC(=NCc1ccccc1)N2 (stereo unspecified) | -1.0% |
| Cc1cc(N[S+](=O)([O-])c2ccc3c(c2)CCC(=O)N3C)ccc1F | 3.5% |
| Cn1nnnc1Sc1ncnc2scc(-c3ccc4c(c3)OCO4)c12 | 89.1µM* |
| COc1cc(O)c(C(CC(=O)N2CCC(c3ccccc3)CC2)c2ccc(OC)c(OC)c2)c(OC)c1 (stereo unspecified) | 7.7%[228 µM] |
| Cc1cc(-c2nnc3n2CCCC3)c(C)n1-c1ccccc1 | 21.8% |
| N#Cc1ccc(-c2csc(N3CCC(C(N)=O)CC3)n2)cc1 | 1.3%[57.5 µM] |
| Cc1cc(-c2ccccc2)n2ncc(C(=O)Nc3ccccc3Sc3ccccc3)c2n1 | 7.5% |
| CC(O)c1ccc(-c2ccc3ncnc(N4CCOCC4)c3c2)o1 (stereo unspecified) | ? |
| COc1cc(O)c(C(CC(=O)N2CCOCC2)c2ccc(C)cc2)c(OC)c1 (stereo unspecified) | 8.3% |

Retrieved one by one from the entries so far:
| mol | NTMT1 inh |
| --- | --- |
| Cc1cc(-c2ccccc2)n2ncc(C(=O)Nc3ccccc3Sc3ccccc3)c2n1 | 7.5% |
| COc1cc(O)c(C(CC(=O)N2CCOCC2)c2ccc(C)cc2)c(OC)c1 (stereo unspecified) | 8.3% |
| CC(=O)Nc1ccc(S(=O)(=O)Nc2ccc(C)c(C)c2)cc1 | -3.9% |
| CC(O)c1ccc(-c2ccc3ncnc(N4CCOCC4)c3c2)o1 (stereo unspecified) | ? |
| Cc1cc(-c2nnc3n2CCCC3)c(C)n1-c1ccccc1 | 21.8% |
| N#Cc1ccc(-c2csc(N3CCC(C(N)=O)CC3)n2)cc1 | 1.3%[57.5 µM] |
| O=C(O)c1ccc(-c2cccc(-c3nn4c(=O)cc(N5CCNCC5)nc4s3)c2)cc1 | -0.3% |

Remaining list, next part.
| mol | NTMT1 inh |
| --- | --- |
| O=[S+]([O-])(c1c(F)cccc1F)N1CCN([S+](=O)([O-])c2c(F)c(F)c(F)c(F)c2F)CC1 | 19.5% |
| CCCn1c(-c2ccc(F)cc2)nc2c(NCCCCN(CC)CC)nc(C)nc21 | -27.9% |
| CC(=O)N1CCC(Nc2cc(C(=O)NC[C@H](O)CN3CCc4ccccc4C3)ncn2)CC1 | 1.6% |
| CCC(=O)NC(c1ccco1)c1cc(Cl)c2ccccc2c1O (stereo unspecified) | 6.7% |
| N[C@@H](CCC(=O)O)C(=O)Nc1ccc(Cl)cc1C(=O)c1ccc[nH]1 | 4.1% |

An excerpt (hit frequency here may not be typical).
